S3 lipid droplet = qHTS Assay for Lipid Storage Modulators in Drosophila S3 Cells. Drosophila S3 cells, BODIPY lipid droplet fluorescence, 18-24 h; cells fed with added oleic acid. lipid storage change, negative = inhibition, % at the top dose, mostly 46.1 µM; hits show Potency in µM. 320,000 compounds, 0.64% hits; active = well fitted inhibition curve with a large enough effect in the signal ratio, with a control signal flat, not every such curve was filed as active; inconclusive = small, poorly fitted or top-dose-only effect, or effect the other way, or a change in a side signal; the % refers to the signal ratio
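Drosophila S3 cells loaded with oleic acid (400 uM, as added) and compounds at several concentrations; lipid droplets imaged by 488-nm laser-scanning cytometry, 500–530 nm intensity and object ratio to cell channel. Percent activity normalized to 20 uM Triacsin C.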
S3 lipid droplet cell count max = second read-out of S3 lipid droplet, no call of its own (marks repeat the call); cell number change, %; measured here: cell count max response;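 cells counted by Cell Tracker Red CMTPX staining in the red channel; peak over a dose series mostly up to 46.1 µM; percent activity relative to internal control wells on each plate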
* marks the source's active call; other numbers are inactive results; i = inactive; ? = inconclusive; / = not tested or not shown. % is scaled to controls: 0 for no effect and ±100 for the full control effect; potency is read from the fitted curve at half-maximal effect. A portion of the library; count on the stated rates, not on these rows.

SMILES	S3 lipid droplet	S3 lipid droplet cell count max
O=S(=O)(/N=C(\[O-])C[n+]1ccccc1)c1ccc(Cl)cc1	-16%	3
O=C(NCc1ccco1)c1ccc(S(=O)(=O)c2cccc(S(=O)(=O)N3CCOCC3)c2)cc1	-15%	-5
CCCn1c(=O)c(-c2nc3ccccc3[nH]2)c(O)c2ccccc21	-2%	-24
Cc1ccnc2nc(C(=O)OCCOc3ccc(F)cc3)nn12	?	/
O=C(CCS(=O)(=O)c1ccc(Br)cc1)N1CCN(c2ccccc2Cl)CC1	i	-2
C=C(C)C(=O)OCCCCCCOc1ccc(C(=O)O)cc1	?	/
CCC1CCCCN1c1cc(C)nc2cc(-c3cccc(C)c3)nn12 (stereo not given)	?	/
CC(Sc1nccn1C)C(=O)Nc1ccccc1 (stereo not given)	8%	-8
COc1ccc2cc(C(=O)C3CCCN(C(=O)c4snnc4C)C3)ccc2c1 (stereo not given)	-1%	1
CCCCc1ccc(NC(=O)NCc2cccnc2)cc1	?	/
CCOC(=O)c1c(N/N=C/c2cccnc2)n[nH]c1C	-2%	10
O=C(Nc1ccccc1C(F)(F)F)N1CCN(C(c2ccccc2)c2ccccc2)CC1	i	/
O=C(CCCC(=O)NCc1ccccc1)NCc1ccccc1	?	/
CC(=O)Nc1ccc(Sc2ccccc2C(=O)O)c(C(=O)O)c1	-6%	10
O=C(CSc1nnc(-c2ccc(O)cc2)n1Cc1ccco1)c1ccccc1	?	/
Cc1cc(C(=O)NCC(=O)OCC(=O)N2CCCCCC2)ccc1[N+](=O)[O-]	11%	-6
CN(Cc1ccc(C(F)(F)F)cc1)C(=O)c1ccc2ccccc2n1	?	/
Cc1ccc(/C=N/NC(=O)c2nnn(-c3nonc3N)c2CSc2ccccc2)o1	?	/
COc1ccc(NC(=O)N2CCCC2C(=O)Nc2ccc(C)cc2)cc1 (stereo not given)	?	/
CCOc1cc(C)c(Cl)cc1S(=O)(=O)n1ccnc1	4%	24

Next section, overlapping the part above by three compounds.
SMILES	S3 lipid droplet	S3 lipid droplet cell count max
Cc1ccc(/C=N/NC(=O)c2nnn(-c3nonc3N)c2CSc2ccccc2)o1	?	/
COc1ccc(NC(=O)N2CCCC2C(=O)Nc2ccc(C)cc2)cc1 (stereo not given)	?	/
CCOc1cc(C)c(Cl)cc1S(=O)(=O)n1ccnc1	4%	24
Cc1cc(C)n2c(SCC(=O)Nc3ccccc3C#N)nnc2n1	?	/
Cc1c(/C=N/Nc2ccc([N+](=O)[O-])cn2)c2ccccc2n1Cc1ccccc1	-27%	14
Nc1nc2c(c(=O)[nH]1)CN(Cc1ccccc1)CC2	?	/
CCOc1ccc(Oc2ccc(S(=O)(=O)N3CCOCC3)cc2NC(=O)CCNC(C)=O)cc1	i	/
COc1ccc(C(=O)OC(C)CN2CCN(C)CC2)cc1OC (stereo not given)	?	/
Cn1c(-c2ccc3ccccc3n2)nc2cnccc21	24%	9
CCc1nnc(NC(=O)c2ccc(-c3ccccc3Cl)o2)s1	i	/
CCOC(=O)N1CCN(S(=O)(=O)c2cc(Cl)ccc2Cl)CC1	8%	7
O=C(CSc1ncn[nH]1)Nc1ccc2c(c1)OCCO2	?	/
CC(C)=CCN1CCN(Cc2ccc(N3CCNC3=O)cc2)CC1CCO (stereo not given)	10%	-13
CCSc1nnc(NC(=O)c2cc(OC)c(OC)c(OC)c2)s1	?	/
CC(C)CC(NC(N)=O)C(=O)OCC(=O)NC(=O)NC1CCCC1 (stereo not given)	-13%	1
COC(=O)C(C(=O)OC)C(C)C(C(=O)OC)C(=O)OC	?	/
CCN(Cc1ccccc1)C(=O)CCS(=O)(=O)c1cc2c(cc1Cl)NC(=O)CO2	?	/
CCOc1ccc(CN(C)CC(=O)Nc2ccc([N+](=O)[O-])cc2Cl)cc1	?	/
CCc1nnc(NC(=O)CN2CCN(C(=O)c3ccccc3)CC2)s1	1%	-9
O=C(Cc1noc2ccccc12)Nc1ccc2ccccc2c1	-10%	-17
COc1ccc(CNC(=O)Nc2cccc3ccccc23)cc1	?	/
COc1cc(SC)ccc1C(=O)OCC(=O)NC1CCCC1	?	/
CN(C)CC(O)CN1C(=O)N(CN2C(=O)N(CC(O)CN(C)C)C(=O)C2(C)C)C(C)(C)C1=O (stereo not given)	?	/
O=C(CNCc1cccnc1)Nc1cc(C(F)(F)F)ccc1N1CCOCC1	4%	5
Cc1ccc2cccc(NS(=O)(=O)c3ccccc3)c2n1	?	/
O=C(NC1CCCC1)C1CCCN(S(=O)(=O)c2cnc[nH]2)C1 (stereo not given)	4%	-6
CCc1ccc(C(=O)NNC(=O)CCC2CCCCC2)cc1	i	-15
CCOC(=O)C1CCN(Cc2cnc(NC(=O)OC)s2)CC1	7%	0
CC(=O)NC(C)c1cc(Cl)c2ccccc2c1O (stereo not given)	?	/
Cn1cc(Cl)c(C(=O)OCC(=O)c2ccccc2)n1	i	21
CSCCC1C(=O)OC2(C)CC(C)(C)NC(=S)N12 (stereo not given)	7%	4
Cc1nc2ncnn2c(N2CCN(C(c3ccccc3)c3ccccc3)CC2)c1C	?	/
O=C(NC(Cc1ccccc1)C(=O)O)C1CCCCC1 (stereo not given)	-1%	-4
CC(C)CCN1C(=O)C2(OCCCO2)c2cc(Cl)ccc21	?	/
Cn1c(=O)c(C(=O)COC(=O)c2cc(-c3ccco3)nc3ccccc23)c(N)n(Cc2ccccc2)c1=O	?	/
CCc1ccc(CNC(=O)Cn2nc(-c3ccccc3)ccc2=O)cc1	1%	3
CCOC(=O)C1(CC)NC(c2ccco2)C2C(=O)N(c3ccc(C)cc3)C(=O)C21 (stereo not given)	?	/
Cc1ccc(NC(=O)COC(=O)c2ccc(-n3cccn3)cc2)cc1C	?	/
O=C(O)c1cccc(S(=O)(=O)N2CCN(C(c3ccccc3)c3ccccc3)CC2)c1	16%	18
Cc1ccc(/C=C/C(=O)NC2=NCCS2)cc1	?	/
CC1(C)CC(=O)C(C=Nc2ccc(NC3=C(C#N)C(=O)CC(C)(C)C3)cc2)=C(O)C1	?	/
COc1ccc(-c2nc(NC(=O)c3ccccc3)sc2-c2ccc([N+](=O)[O-])cc2)cc1	-11%	15
[O-]/C(=C(\C(=S)Nc1ccc(Cl)cc1)[n+]1ccccc1)c1ccc(OC(F)F)cc1	?	/

A draw from above in order of count of non-hydrogen atoms, ascending.
SMILES	S3 lipid droplet	S3 lipid droplet cell count max
CCOc1cc(C)c(Cl)cc1S(=O)(=O)n1ccnc1	4%	24
CCCn1c(=O)c(-c2nc3ccccc3[nH]2)c(O)c2ccccc21	-2%	-24
CCN(Cc1ccccc1)C(=O)CCS(=O)(=O)c1cc2c(cc1Cl)NC(=O)CO2	?	/

(next part)
SMILES	S3 lipid droplet	S3 lipid droplet cell count max
CCC(C(=O)Nc1cc(C(=O)Nc2cc(C)ccn2)ccc1Cl)c1ccccc1 (stereo not given)	?	/
CCc1c(C)[nH]c(C(=O)OCc2ccccc2)c1C	?	/
CCN(CC)S(=O)(=O)c1cccc(NC(=O)COC(=O)c2n[nH]c(=O)c3ccccc23)c1	?	/
CC(=O)Nc1ccc(C2=CC(=O)C[C@H](c3ccc(Cl)cc3)C2)cc1	i	3
COc1cc(OC)c2cc(C(=O)N/N=C/c3ccccc3O)[nH]c2c1	?	/
Cc1cc2nc(SCC(=O)N(C)C)c3c(c2cc1C)CCCC3	-6%	-15
COc1ccccc1NC(C)C(=O)Nc1ccc(C(C)=O)cc1 (stereo not given)	?	/
CC1CCCCN1C(=O)C1CCCN(S(=O)(=O)c2cccc3nsnc23)C1 (stereo not given)	?	/
Cc1ccccc1CN1C(=O)c2ccccc2S1(=O)=O	i	-3
COC(=O)C(Cc1ccc(O)cc1)NC(=O)c1ccc2c(c1)OCCO2 (stereo not given)	?	/
CSc1ccc(/C=N/NC(=O)COc2ccc(Br)cc2Cl)cc1	?	/
COc1ccc(-n2nnc3c(=O)n(Cc4cc(C)ccc4C)cnc32)cc1	28%	-25
CCN(CC)C(=O)c1sc(NC(=O)Cc2cccs2)c(C#N)c1C	25%	-14
Cc1ccc(C(=O)NCC(=O)OCC(=O)c2ccc3c(c2)NC(=O)CO3)cc1	?	/
O=C(O)/C=C/C(=O)N(Cc1ccccc1)Cc1ccco1	-7%	15
O=C(CSc1ccccn1)Nc1nc2ccc(Br)cc2s1	?	/
O=C(O)CN1C(=O)/C(=C\c2ccccc2OCc2ccc(Cl)cc2Cl)SC1=S	?	/
Cc1nc(SCC(=O)Nc2cc(S(=O)(=O)N3CCOCC3)ccc2Cl)nc(C)c1C	?	/
CCOc1ccc(NC(=O)Nc2nnc(CC(=O)NCc3ccccc3)s2)cc1	9%	-9
CCOc1ccccc1CN1CCN(C2CCOCC2)CC1CCO (stereo not given)	?	/

Compound profiles, as listed above.
CCC1CCCCN1c1cc(C)nc2cc(-c3cccc(C)c3)nn12 (stereo not given) reads S3 lipid droplet: ?; S3 lipid droplet cell count max: /
COc1ccc(-c2nc(NC(=O)c3ccccc3)sc2-c2ccc([N+](=O)[O-])cc2)cc1 reads S3 lipid droplet: -11%; S3 lipid droplet cell count max: 15
CCc1ccc(C(=O)NNC(=O)CCC2CCCCC2)cc1 reads S3 lipid droplet: i; S3 lipid droplet cell count max: -15

A run of entries taken from the entries so far, as a working copy:
SMILES	S3 lipid droplet	S3 lipid droplet cell count max
COc1ccc(-n2nnc3c(=O)n(Cc4cc(C)ccc4C)cnc32)cc1	28%	-25
CCN(CC)C(=O)c1sc(NC(=O)Cc2cccs2)c(C#N)c1C	25%	-14

(cont.)
SMILES	S3 lipid droplet	S3 lipid droplet cell count max
CSC1=N/C(=C\c2cccc(Cl)c2)C(=O)N1N(C)C	7%	5
CCN(CC)C(=O)CSc1nc(-c2ccccc2)cc(=O)[nH]1	16%	-7
O=C(O)c1cc(S(=O)(=O)N2CCCCC2)ccc1Cl	i	-3
COc1cccc(OC)c1C(=O)NCC12CC3CC(C1)CC(CNC(=O)c1c(OC)cccc1OC)(C3)C2	?	/
C=CCN(C(=O)CNC(=O)c1ccco1)C(C(=O)NC1CCCCC1)c1cccnc1 (stereo not given)	?	/
CC(Sc1nc(N2CCOCC2)c2c(c1C#N)CC(C)(C)OC2)C(=O)Nc1ccccc1 (stereo not given)	?	/
COc1cc(CCC(=O)N2CCN(c3ccccc3Cl)CC2)cc(OC)c1OC	10%	18
CC(=O)c1cccc(N(CC(=O)N2CCCCC2)S(C)(=O)=O)c1	?	/
CN(Cc1ccccc1)C(=O)c1ccc2c(c1)OCO2	0%	0
COc1cc(Cl)c(C)cc1NC(=O)COC(=O)CCc1nc2ccccc2c(=O)[nH]1	?	/
Cc1c(C(=O)N(C)C)c2cc(Cl)ccc2n1O	?	/
Fc1ccc(-c2csc(Nc3ccccn3)n2)c(F)c1	?	/
CCOc1ccc(NC(=O)CN(C)C(=O)Cc2sc(C)nc2-c2ccc(F)cc2)cc1OCC	?	/
OCC1(CCCc2ccccc2)CCN(C2CCSCC2)CC1	9%	0
COc1cccc(C(=O)Nc2nnc(S(=O)(=O)N3CCOCC3)s2)c1	?	/
CCC(=O)Nc1ccc(C(=O)NCc2ccccn2)cc1	?	/
Cc1c(C(=O)N2CC(C)OC(C)C2)sc2nc(-c3ccccc3)cn12 (stereo not given)	9%	-1
Cc1cc2ccccc2nc1SCC(=O)NC1CCCCC1	0%	-2
CC(C)N1CCN(Cc2ccc(C#CCCO)cc2)CC1CCO (stereo not given)	?	/
CCS(=O)(=O)n1nc(-c2ccc(Cl)cc2)nc1SC	19%	-4
CCCCOCCCNS(=O)(=O)c1ccccc1	9%	6
O=C(Cc1ccsc1)NCC(c1ccco1)N1CCCCC1 (stereo not given)	5%	10
COc1ccc(S(=O)(=O)N(c2onc(C)c2Cl)S(=O)(=O)c2ccc(OC)c(OC)c2)cc1OC	i	/
CCCCn1c(N)c(N(CC)C(=O)C2CCC2)c(=O)[nH]c1=O	12%	-4
O=C(COC(=O)c1ccccc1)Nc1cccc(S(=O)(=O)N2CCCCC2)c1	?	/
N#Cc1ccccc1S(=O)(=O)N1CCN(C(=O)CN2CCCSc3ccccc32)CC1	2.1µM*	-13*
COc1ccc(/C=N\N=C2/SC(CC(=O)O)C(=O)N2c2ccc(O)cc2)cc1OC (stereo not given)	3%	-2
c1ccc(Cn2nnnc2C(c2cccs2)N2CCSCC2)cc1 (stereo not given)	6%	5
CCc1ccc2c(c1)C(c1ccc([N+](=O)[O-])cc1)=NNC(c1ccc(Br)cc1)=N2	-2%	-23
Cn1c(NCc2cccnc2)nc2c1c(=O)n(Cc1ccccc1F)c(=O)n2C	?	/
Cc1cc(C(=O)COc2ccc(-c3nnco3)cc2)c(C)n1Cc1ccccc1	?	/
Cc1cc(C)cc(-n2ncc3c2CCCC3NC(=O)c2cc(C)oc2C)c1 (stereo not given)	?	/
Cc1oc2cc(O)ccc2c(=O)c1N1C(=O)c2ccccc2C1=O	6%	1
COC(=O)CSc1nnc(C)c(=O)[nH]1	?	/
Cc1ccc(NC(=O)COC(=O)c2cccc(N3C(=O)c4ccccc4C3=O)c2)cc1	17%	8
O=c1c2ccccc2nc(SCc2cc(=O)n3ccsc3n2)n1CCCO	i	22
COC(=O)C1C(=O)C2=C(CC1C)NC(=O)CC2c1ccccc1 (stereo not given)	?	/
O=C(O)Cc1sc(NC2CCCCC2)nc1-c1ccc(Cl)cc1	-21%	/
O=C(Nc1ccccn1)c1ccc(COc2ccccc2Cl)o1	0%	4
COc1cc(C(O)P(=O)(OCCC(C)C)c2ccc(N(C)C)cc2)cc(OC)c1OC (stereo not given)	-3%	16
CCCN(CCC)Cc1cc2ccccc2c2c1COC2	4%	-12
O=c1oc2cc(O)ccc2cc1-c1ccccc1	?	/

Bioassay records from PubChem BioAssay.
